PPARg SRC-3 ag = agonists of human PPARgamma SRC-3 coactivator recruitment | P37231 | biochemical PPARgamma/SRC-3 coactivator recruitment assay | activation, % at 8 µM | 200,000 tested, 0.26% active; in the data active = activation above about 23%;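 note: 0% = DMSO and 100% = reference agonist; some compounds past the cut are filed as inactive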
Target sequence (P37231 whole entry, looked up): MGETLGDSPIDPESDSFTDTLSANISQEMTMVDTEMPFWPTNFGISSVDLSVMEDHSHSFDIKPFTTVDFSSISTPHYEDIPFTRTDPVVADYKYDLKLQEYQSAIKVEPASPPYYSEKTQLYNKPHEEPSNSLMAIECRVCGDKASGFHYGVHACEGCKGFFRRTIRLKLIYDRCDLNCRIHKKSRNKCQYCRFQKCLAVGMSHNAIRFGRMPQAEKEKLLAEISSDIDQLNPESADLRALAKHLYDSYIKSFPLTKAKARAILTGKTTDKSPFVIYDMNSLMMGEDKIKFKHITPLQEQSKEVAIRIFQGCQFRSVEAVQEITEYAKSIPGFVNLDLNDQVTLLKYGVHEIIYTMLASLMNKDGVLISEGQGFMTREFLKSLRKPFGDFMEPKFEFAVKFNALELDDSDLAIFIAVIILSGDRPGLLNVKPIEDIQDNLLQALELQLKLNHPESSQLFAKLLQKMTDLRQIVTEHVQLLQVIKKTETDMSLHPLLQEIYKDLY
PPARg SRC2 recr = PPARgamma-driven SRC-2 recruitment agonism; 200,000 tested, 0.34% active; P37231; AID 1032; activation, % at 8 µM; PPARgamma LBD-SRC-2 recruitment, biochemical; in the data active = activation above about 22%;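 note: 0% = vehicle and 100% = reference agonist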
TR-FRET SRC-2 ct = flags TR-FRET format artefacts in PPARgamma SRC-2 recruitment agonist screen. TR-FRET artefact counter-screen; hits give high values. 200,000 tested, 0.4% active. TR-FRET ratio at 8 µM; in the data active = TR-FRET ratio above about 2000; note: inactives centre near 1500
STAT3 blocker = reduces IL-6 driven STAT3 reporter signal; U3A cells, IL-6 STAT3-luciferase reporter, luminescence; host cell line lacks STAT1; inhibition, % at 5.5 µM; 190,000 tested, 0.89% active;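 active = inhibition above the mean inhibition across all screened compounds plus 3 SD, cut at about 44% in these data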;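 note: 0% = DMSO only wells and 100% = 100 µM nifuroxazide control wells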
ROMK primary = modulates human ROMK potassium channel activity | Tet-inducible ROMK, thallium flux fluorescence; actives lie on both sides | B-score at 10 µM | 130,000 tested, 2% active;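 active = signal ratio slope over the read window, or its plate-corrected B-score, at least 3 SD from the plate mean, either direction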;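 note: B-score of the F/F0 ratio slope over 7 to 12 s after thallium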
Target sequence (P48048 whole entry, looked up): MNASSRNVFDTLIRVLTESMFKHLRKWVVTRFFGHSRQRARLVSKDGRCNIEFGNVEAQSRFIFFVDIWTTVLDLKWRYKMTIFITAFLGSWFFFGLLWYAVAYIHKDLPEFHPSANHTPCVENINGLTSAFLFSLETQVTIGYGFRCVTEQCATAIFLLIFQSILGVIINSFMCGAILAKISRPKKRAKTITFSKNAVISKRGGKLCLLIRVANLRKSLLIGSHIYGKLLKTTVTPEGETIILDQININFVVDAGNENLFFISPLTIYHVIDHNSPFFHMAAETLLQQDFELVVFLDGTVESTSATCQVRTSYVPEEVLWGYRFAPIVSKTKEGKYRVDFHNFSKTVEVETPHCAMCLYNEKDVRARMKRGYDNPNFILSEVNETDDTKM
STAT3 activator = activators of IL-6 induced STAT3 signaling | AID 871 | activation (% of control), % at 5.6 µM | 190,000 tested, 0.91% active | U3A cells, IL-6 STAT3-luciferase reporter, luminescence; 100% = signal with IL-6 EC80 alone;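 active = activation above the screen-wide mean of compound activation plus 3 SD, cut at about 130% in these data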;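 note: 0% = background luminescence of wells with medium and substrate only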
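system = STAT3-luciferase reporter U3A cells | reagent = IL-6 stimulus at 33 ng/mL final | timing = 1 h compound pre-exposure, 6 h IL-6 stimulation, 37 °C | measured by = luminescence | evaluation = % activation versus median of IL-6-stimulated wells | control set = IL-6-only wells as 100% reference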
TLR4-MyD88 BLA = blocks binding of human TLR4 to MyD88; HeLa CL3-4 TLR4/MyD88 BLA complementation, FRET ratio; inhibition, % at 8.4 µM; 200,000 tested, 0.18% active; in the data active = inhibition above about 25%;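 note: 0% = vehicle and 100% = reference inhibitor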
RAM inhibit = yeast RAM network inhibition; S. cerevisiae dse1pr::URA3 reporter, 5-FOA growth OD615, 2 d; analog-sensitive cbk1-as2 kinase mutant strain; inhibition, % at 50 µM; 190,000 tested, 1.8% active;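 active = inhibition above a set limit, 3 SD over mean compound inhibition, cut at about 8.4% in these data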;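 note: 0% = DMSO-only wells with no growth and 100% = 10 µM 1-NA-PP1 full growth; inhibition rescues growth on 5-FOA so higher OD means more RAM inhibition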
STAT1 inh = reduces IFN-gamma driven STAT1 reporter signal; inhibition, % at 5.5 µM; NIH 3T3 STAT1-luciferase reporter, luminescence; 200,000 tested, 0.35% active;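 active = inhibition above a set limit, the mean inhibition across all tested compounds plus 3 SD, cut at about 34% in these data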;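 note: 0% = IFN-gamma with DMSO and 100% = IFN-gamma with 300 µM nifuroxazide; values of inactives mirror those of a sister screen read the other way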
S1P3 antagonist = antagonists of human S1P3 receptor; CHO S1P3 NFAT-BLA reporter, FRET fluorescence, antagonist mode; 170,000 tested, 0.27% active; Q99500; inhibition, % at 4.98 µM;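 active = inhibition above the plate cutoff, the mean inhibition of test wells on that plate plus 3 SD, cut at about 28% in these data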;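 note: cells challenged with S1P at its EC80 of 0.8 µM; blue over green emission ratio from cleaved BLA substrate after 4 h stimulation; 0% = S1P-stimulated wells and 100% = unstimulated DMSO-only wells; some compounds past the cut are filed as inactive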
PPARg SRC1 recr = agonists of human PPARgamma SRC-1 coactivator recruitment. 200,000 tested, 0.41% active. PPARgamma-SRC-1 coactivator recruitment biochemical assay. AID 631. P37231. activation, % at 8 µM; in the data active = activation above about 19%;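 note: 0% = DMSO and 100% = reference agonist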
The depositor's hits bear a star; . = no result given. Compounds were not picked by outcome; about 5.6% have a hit in one of these screens.

SMILES	PPARg SRC1 recr	S1P3 antagonist	ROMK primary	TLR4-MyD88 BLA	PPARg SRC2 recr	STAT3 blocker	STAT3 activator	STAT1 inh	RAM inhibit	TR-FRET SRC-2 ct	PPARg SRC-3 ag
CCOC(=O)c1ccc[n+](CC(=O)Nc2ccccc2OC(F)F)c1	-6	-5	0.038	-2	-4	9	99	0	0.9	1352	1
O=C(CN1C(=O)c2ccccc2C1=O)NCC1CCCO1 (stereo not drawn)	2	3	.	4	-4	0	105	-6	1.1	1411	1
CCC(C)CCCCNC1=NCCS1 (stereo not drawn)	-2	-4	-0.97	-11	-2	2	104	3	1.2	1604	-5
COc1cccc(C(C)NC(=S)NCc2ccc(Cl)cc2)c1 (stereo not drawn)	2	1	0.58	8	8	2	104	9	0.4	1570	2
CCOc1ccc(NCC2CCOC(C)(C)C2)cc1 (stereo not drawn)	4	.	-0.015	6	6	-10	109	0	-0.8	1652	-1
CCOC(=O)N1CCN(c2nc(-c3ccc(Cl)cc3)cs2)CC1	-6	1	-0.34	-8	8	6	101	-7	2.5	1665	-1
CC(C(=O)Nc1ncccn1)(c1ccccc1)c1ccccc1	-2	-6	-0.4	6	0	-3	107	-9	3.5	1391	3
CC1(C)CC(=O)C(N=Nc2ccc(-c3ccccc3)cc2)=C(O)C1	6	-21	-1.7	-7	8	16	91	-4	4.4	1773	7
C1CN(c2nc3nonc3nc2N2C[C@H]3CC[C@H]2C3)CCS1	3	-7	1.4*	-11	-2	0	103	-3	-0.2	1378	2
CCN1CCn2c3c(c4cc(Cl)ccc42)CCCC31 (stereo not drawn)	8	23	.	-9	0	19	89	-3	0.2	1661	5
O=C(O)CCCCn1c(SCc2cc(=O)n3cc(Cl)ccc3n2)nc2ccsc2c1=O	3	-6	-0.78	-9	0	22	83	-1	5.1	1461	-5
O=C(CN(C1CCCCC1)S(=O)(=O)c1ccc(Br)cc1)NCc1cccnc1	2	-11	-0.38	-4	-9	-1	106	0	1.5	1595	1
CC(C)CC1NC(=O)N(Cc2cc(=O)n3ccsc3n2)C1=O (stereo not drawn)	-6	0	-0.25	3	-6	8	97	-2	0.8	1744	2
Nc1cc(Cl)ccc1C(=O)OCC(=O)NC1CCS(=O)(=O)C1 (stereo not drawn)	-2	.	.	-2	-4	6	99	4	-0.5	1467	-8
CN(C)c1ccnc(Oc2ccc(C(C)(C)C)cc2)c1C#N	9	.	.	8	10	11	96	-17	0.9	1851	9
CC(C)NC(=O)C1CCN(C2CCN(C(=O)Cc3ccc4c(c3)OCO4)CC2)CC1	-10	-5	.	-8	6	-2	106	3	0.1	1297	-2
CN(C(=O)COC(=O)c1ccc(Cl)cc1N)C1CCCCC1	-4	-7	0.052	-17	4	12	95	-14	2.8	1834	0
CCOC(=O)c1ccc(N/C=C/C(=O)C(C)(C)C)cc1	0	5	-0.12	-6	12	19	88	-40	2.2	1780	2
CCNC(=S)NNC(=O)CC(C)C	0	-17	-0.51	-13	-1	-4	108	0	2.8	1525	-5
CC(C)(C)NC(=O)CSc1nncn1NCc1ccccc1	-2	-14	-0.46	-10	-3	2	101	2	2.1	1394	-7
CCOC(=O)c1cccnc1SCC(=O)N(CC)c1cccc(C)c1	5	.	-0.51	3	-3	1	97	-6	0.5	1453	1
COc1cc(CCCN2C(=S)NC[C@@H]2CCCCN)cc(OC)c1OC	7	-18	.	-29	2	.	.	0	-0.7	1516	2
Cn1c(C(=O)NCc2cccnc2)cc2sc(Cl)cc21	15	-13	.	1	14	14	93	2	0.3	1648	4
COc1ccccc1-c1c(C)nn2c(N3CCC4(CC3)OCCO4)cc(C)nc12	-6	2	-0.94	1	5	2	101	5	1.5	1626	5
O=C(CNC(=O)c1ccco1)OCC(=O)c1ccc(Cl)cc1	4	1	0.82	0	2	3	101	5	2.3	1587	4
CCCN1Cc2cccc(C(=O)Nc3ccc(CC)cc3)c2C1=O	-3	.	-0.45	9	6	28	81	-5	3.5	1577	-4
Oc1ccccc1NCC(O)Cn1ccc2ccccc21 (stereo not drawn)	10	-13	.	-9	10	-35	135*	-2	0.2	1591	7
COc1cc2c3nnc(-c4ccccc4)c-3cn(Cc3ccccc3F)c2cc1OC	-4	11	-6.8*	33*	-3	-6	118	-12	3.6	1463	2
Cc1cc(=O)oc(C)c1C(=O)NCCCN1CCN(c2ccccc2F)CC1	6	.	.	-7	-7	11	93	0	-2.0	1533	-3
CCOc1cc(NC(=S)NC)c(OCC)cc1NC(=O)c1ccc(OC)cc1	0	16	0.53	-14	-1	2	100	-1	7.2	1621	3
COc1ccc(NC2CC(=O)N(c3ccccc3)C2=O)cc1 (stereo not drawn)	4	-9	0.48	-3	6	1	98	-18	0.5	1553	0
Cc1ccc(C2CC(c3cccs3)=NN2C(=O)CSc2nc3ccccc3o2)cc1 (stereo not drawn)	0	10	-0.62	-4	4	5	99	6	5.7	1547	0
COC(=O)c1sccc1NC(=O)c1cc(-c2ccc(C)cc2C)nc2ccccc12	16	.	.	-6	9	1	108	2	1.7	1607	0
Cc1ccccc1NC(=O)NCCc1nc2ccccc2[nH]1	-3	.	-0.025	6	9	0	103	0	0.3	1590	4
CCCC(=O)Nc1sc(C)c(C)c1C(=O)Nc1cccc(C)c1	-9	.	.	8	-13	7	103	2	2.1	1690	-3
O=C(CCc1n[nH]c(=O)[nH]c1=O)N1CCCCC1	0	5	.	7	-3	1	99	5	-1.2	1631	1
O=C1NC(=Nc2ccccc2)S/C1=C\C=C\c1ccco1	3	-12	.	9	-3	5	98	-13	2.6	1388	7
COc1ccc(CNC(=O)c2cnc3scc(C)n3c2=O)cc1	3	-20	.	-9	-3	5	96	2	0.5	1523	8
CCOC(=O)c1c(C)n(CCNC(C)=O)c2ccc(O)cc12	2	.	0.8	-15	4	-4	103	0	2.8	1638	0
COc1cc2c(C(=O)N3CCN(Cc4ccc5c(c4)OCO5)CC3)cn(C)c(=O)c2cc1OC	-4	.	-0.73	1	6	8	97	5	-0.2	1673	15
O=S1(=O)CC/C(=N\Nc2ccc(F)cc2)c2ccsc21	3	3	-1.2	5	3	27	80	-2	1.9	1620	3
CCn1c2ccccc2c2nnc(SCCCn3c(=O)[nH]c4ccccc43)nc21	1	29	-0.48	3	3	-12	111	6	3.5	1405	4
O=C1CC(N2CCC(c3nc4ccccc4[nH]3)CC2)C(=O)N1c1ccccc1F (stereo not drawn)	1	-8	-0.16	18	2	5	102	0	2.0	1512	4
O=C(CNC(=S)N(Cc1ccccc1)Cc1cccnc1)NC1CC1	4	-9	-0.1	6	8	-10	108	3	1.5	1666	3
CNC(=S)N(Cc1ccc2c(c1)OCO2)C1CC(=O)N(c2ccc(F)cc2)C1=O (stereo not drawn)	12	.	.	6	6	4	105	-1	1.4	1547	6
O=C(c1cc(-c2ccccc2)nc2ccccc12)N1CCOCC1	2	36	-0.34	-4	-2	-12	112	-1	1.2	1575	-12
O=C(Nc1ccccc1C(=O)NC1CCCC1)NC1CCCC1	8	-3	0.26	-2	9	2	101	0	2.9	1661	-2
COc1ccc(N/C=C\C(=O)c2ccc3c(c2)OCO3)cc1	0	.	0.56	7	3	30	73	-13	5.7	1271	-1
CCOC(=O)c1cc(-c2ccc3c(c2)OCO3)nc2onc(C)c12	2	-10	.	2	10	30	79	1	3.2	1971*	-4
CCOC(=O)N1CCN(CC(O)COCc2cc(OC)c(OC)c(OC)c2)CC1 (stereo not drawn)	-8	-9	0.51	2	-14	1	99	0	0.2	1428	0
Cc1ccc2nc(SCC(=O)O)nc(C)c2c1	8	-17	.	7	3	13	93	7	0.0	1582	2
CSc1oc(-c2ccco2)nc1S(=O)(=O)c1ccccc1	2	4	.	-11	0	10	99	9	4.9	1609	12
CC1(C)CC(=O)N(CC(=O)O)c2ccccc2S1(=O)=O	1	6	.	-4	8	0	104	7	-1.1	1601	13
COc1ccc2oc3cc(C)[n+]([O-])c(-c4ccc(Br)cc4)c3c2c1	10	-21	.	-11	14	1	98	9	0.9	1599	2
Cc1cc2cc(C)c(NCCNC(=O)c3cccc(F)c3)nc2cc1C	4	16	-1	10	3	4	102	-9	-1.0	1561	-1
O=C(CCNC(=O)c1ccc(Br)o1)NCc1ccccn1	-4	-17	.	-7	3	-4	106	-7	0.7	1624	3
CN(C)CCN(C(=O)c1ccc(N2C(=O)CCC2=O)cc1)c1nc2cc3c(cc2s1)OCCO3	11	-21	2.7	-8	6	5	100	-13	2.1	1568	3
COC(=O)CC1SC(=O)NC1=Nc1ccccc1 (stereo not drawn)	4	12	.	-10	10	6	99	6	0.7	1565	-2
Cc1c(NC(=O)NCCN2C(=O)C3C4C=CC(C4)C3C2=O)c(=O)n(-c2ccccc2)n1C (stereo not drawn)	-2	-12	.	-3	3	-2	110	1	6.4	1651	0
O=[N+]([O-])c1ccc(Nc2nc(NCCO)nc(N3CCCC3)n2)cc1	1	-11	-0.91	-1	4	20	86	-13	1.2	1535	0

Continued.
SMILES	PPARg SRC1 recr	S1P3 antagonist	ROMK primary	TLR4-MyD88 BLA	PPARg SRC2 recr	STAT3 blocker	STAT3 activator	STAT1 inh	RAM inhibit	TR-FRET SRC-2 ct	PPARg SRC-3 ag
O=C(OCN1C(=O)c2ccccc2C1=O)c1ccco1	9	9	0.25	-7	4	-4	104	8	1.5	1538	5
COC(=O)Nc1nn(Cc2ccccc2F)cc1Br	10	-8	.	13	-3	1	104	-3	0.5	1404	-6
NC(=O)C1CCN(C(=O)CCc2nc3ccccc3c(=O)[nH]2)CC1	1	.	.	5	1	-5	106	-6	0.5	1506	-7
NC(=O)c1oc2ccccc2c1NC(=O)CN1CCCCC1	-2	-34	0.22	-14	-9	16	89	-2	1.2	1286	-8
O=C(c1ccncc1)N(Cc1ccccc1)Cc1nc2ccccc2c(=O)[nH]1	5	2	.	-2	9	1	104	5	0.6	1414	-3
Cc1cccn2c(=O)c3cc(C(=O)N4COCC4(C)C)n(C)c3nc12	2	-6	-4.6*	-24	0	23	82	-3	0.4	1550	-4
CCCC(=O)N(c1ccc2oc(=O)sc2c1)S(=O)(=O)c1cccs1	-3	-31	0.7	2	3	0	101	-4	1.4	1506	20
NC(=O)c1cc(C(=O)c2cccc(Cl)c2Cl)c[nH]1	0	2	-0.85	-5	3	16	90	-1	0.7	1554	1

Screening results as filed in PubChem.
